697 NFkB inh: lowers PMA/ionomycin-induced NF-kB signal in 697 B cells; 697 B-cell NF-kB luciferase reporter, 16 h; inhibition, % at 4 µM; hit rate 0.33% among 330,000; in the data active = inhibition above about 35%
Mdm2-MdmX inh: inhibitors of human Mdm2/MdmX interaction; O15151+Q00987; SaOS-2 split-luciferase Mdm2/MdmX complementation, luminescence; inhibition, % at 8 µM; hit rate 3% among 330,000; AID 485346;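 active = inhibition of at least 50% at 8 µM in the primary screen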
APJ ag: activates the human apelin receptor APJ | P35414 | CHO-K1 APJ PathHunter beta-arrestin, luminescence; 0% DMSO wells, 100% apelin | activation, % at 20 µM | hit rate 0.11% among 330,000 | AID 2520;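 active = activation more than six SD over the plate average, tested at 20 µM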;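 also: 0% = DMSO alone and 100% = apelin-13 at 10 nM; some results filed as inactive read as strong as hits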
Target sequence (P35414 whole entry, looked up): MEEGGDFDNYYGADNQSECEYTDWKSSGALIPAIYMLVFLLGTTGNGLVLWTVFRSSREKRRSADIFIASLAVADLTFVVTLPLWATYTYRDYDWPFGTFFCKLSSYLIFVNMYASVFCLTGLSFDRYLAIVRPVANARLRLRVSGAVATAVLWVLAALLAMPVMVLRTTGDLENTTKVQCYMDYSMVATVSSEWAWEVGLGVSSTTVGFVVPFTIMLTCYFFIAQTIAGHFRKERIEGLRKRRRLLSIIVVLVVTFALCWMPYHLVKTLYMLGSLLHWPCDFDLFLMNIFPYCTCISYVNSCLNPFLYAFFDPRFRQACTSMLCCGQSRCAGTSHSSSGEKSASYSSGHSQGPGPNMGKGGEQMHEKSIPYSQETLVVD
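Material: engineered CHO-K1 APJ arrestin reporter cells; amount: 1000 CHO-K1 reporter cells seeded per well; incubation: compound stimulation 90 min at 25 °C, detection 60 min; signal: luminescent beta-gal fragment complementation, chemiluminescent substrate; read-out basis: APJ agonist activity; controls: DMSO-only wells as negative, 10 nM Apelin-13 as positive control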
Jurkat NFkB inh: lowers PMA/ionomycin-induced NF-kB signal in Jurkat cells; PMA/ionomycin-induced NF-kB luciferase reporter, luminescence; inhibition, % at 4 µM; hit rate 0.53% among 330,000; in the data active = inhibition above about 50%
APJ antagonist: APJ receptor antagonism; P35414; CHO-K1 APJ beta-arrestin complementation, luminescence; inhibition, % at 20 µM; hit rate 0.32% among 330,000;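 active = inhibition above about 40% at 20 µM, limit read from the data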;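 also: cells challenged with 10 nM apelin-13 agonist together with compound; plate controls were apelin-13 plus DMSO wells for no effect and DMSO wells lacking apelin-13 for full effect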
tim23-1 inh: inhibits growth of tim23-1 mutant yeast; S. cerevisiae tim23-1 growth, BacTiter-Glo luminescence, 24 h; inhibition, % at 20 µM; hit rate 1.3% among 330,000;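 active = growth inhibition of the mutant yeast at or above 50%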;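 also: temperature-sensitive mutant grown at 25 °C; plate controls were DMSO-treated mutant yeast for no effect and medium wells lacking yeast for full effect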
CHOP UPR activ: apoptotic UPR (CHOP) activation | hit rate 0.34% among 330,000 | activation, % at 10 µM | CHO-CHOP luciferase reporter, luminescence; percent of tunicamycin response over DMSO baseline;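 active = at 10 µM dose, activation of 40% or more, normalized to positive control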;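 also: 100% = tunicamycin at 10 µg/mL and 0% = DMSO alone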
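measured by = luciferase luminescence | assay system = CHO-CHOP cells, stable luciferase reporter of PERK-eIF2a-CHOP signalling | amount = 500 reporter cells seeded per well | timing = 6 h compound exposure at 37 °C after overnight seeding | controls = positive tunicamycin 10 µg/mL, negative DMSO alone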
XBP1 UPR activ: adaptive UPR (XBP1) activation | CHO-XBP1 luciferase reporter, IRE1-XBP1 UPR activation, luminescence; percent of tunicamycin response, DMSO as zero | hit rate 0.33% among 330,000 | activation, % at 20 µM | AID 463104;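 active = versus positive control, 20 µM dose yields 30% or more activation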;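 also: 100% = tunicamycin at 10 µg/mL and 0% = DMSO only wells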
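Assay system: CHO-XBP1 luciferase reporter cells; Schedule: 6 h treatment, 37 °C; Detection: glow luminescence from Steady-Glo reagent; Benchmarks: high control tunicamycin 10 µg/mL final, low control DMSO vehicle only.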
The depositor's hits bear a star; i = inactive.

SMILES	697 NFkB inh	Mdm2-MdmX inh	APJ ag	Jurkat NFkB inh	APJ antagonist	tim23-1 inh	CHOP UPR activ	XBP1 UPR activ
O=C(NCc1ccccc1)c1ccc(OC2CSC2)cc1	-38	-42	2	-1	2	-10	4.9	4
CCc1cc2c(SCC(=O)N3CCCC3=O)ncnc2s1	5	2	-1	14	-6	13	0.6	1
Cc1ccc(NS(=O)(=O)c2cc(N)ccc2Cl)c(C)c1	30	13	-1	6	-12	5	-1.0	1
Cc1nc(SC(C)C(=O)NCC2CCCO2)c2cc(-c3ccccc3)sc2n1 (stereo not given)	i	97*	-3	-67	1	27	1.1	0
COc1ccc(OC(C)C(=O)NCC2CCCO2)cc1 (stereo not given)	6	13	-3	9	10	5	1.5	-5
CCOC(=O)c1nnn(-c2nonc2-c2ccccc2)c1C	12	-9	-5	0	-1	3	-1.4	4
COC(=O)C1(C)NC(c2ccc(O)cc2)C2C(=O)N(c3ccccc3)C(=O)C21 (stereo not given)	7	-2	-1	8	8	7	1.0	-4
COc1ccc([N+](=O)[O-])cc1NC(=O)C(C)Sc1nc(-c2ccccc2)cs1 (stereo not given)	-4	6	-3	13	20	10	2.7	-3
COc1ccccc1N1CCN(C2CCCN(C(=O)c3ccnc4ccc(C)cc34)C2)CC1 (stereo not given)	-6	8	0	-12	-7	10	-0.1	-3
O=C(CSc1nc2ccccc2[nH]1)c1ccc(Cl)s1	2	8	-3	-10	-15	-7	0.9	5
CCN(CC(=O)Nc1ccc(NC(C)=O)cc1)C(=O)c1oc2c(ccc3ccccc32)c1C	-16	7	22*	-13	-15	10	-0.8	2
COc1ccccc1NC(=O)c1cc(Cl)nc2ccccc12	12	-7	-6	6	21	17	-0.6	-2
COc1ccc(CN(CC2CCC(C(=O)O)CC2)C(=S)Nc2cccc(C)c2)cc1 (stereo not given)	-1	22	0	-13	-8	22	-1.6	-4
Cc1ccc(C)c(NS(=O)(=O)c2ccc(NC(=O)CSc3ccc(Cl)cc3)cc2)c1	16	15	-3	-9	-3	-6	1.0	2
NC(=O)CSc1nc(-c2ccccc2)c(-c2ccccc2)o1	12	4	-2	2	6	23	0.5	-1
COc1ccc(-c2nc(S(=O)(=O)c3ccc(C)cc3)c(N3CCCC3)o2)cc1	-3	9	-2	0	3	-3	-1.7	-2
Cc1oc(-c2ccc(Cl)cc2)nc1CS(=O)CC(=O)NCc1ccccn1 (stereo not given)	-2	10	-1	16	9	0	-0.6	-2
O=C(Nc1ccccc1CC[N+](=O)[O-])N1CCN(c2ccccc2)CC1	8	-5	-5	12	4	8	-0.6	3
CCOC(=O)c1ccc(NC(=S)N2CCSC2c2c(F)cc(F)cc2F)cc1 (stereo not given)	11	32	-1	3	-4	10	-0.9	-3
CC1(OC(=O)CCc2ccccc2)C(=O)C=C2C=C(c3ccc(C#N)cc3)N(CCc3ccccn3)C=C2C1=O (stereo not given)	10	14	14	1	-52	3	3.6	-2
COc1ccccc1-n1c(C)c2c(OC)cccc(=O)c2c1C	-8	-5	-1	-4	-9	10	-1.0	1
COC(=O)c1ccc([C@H]2C=C(C(=O)O)O[C@@H](OCc3ccc(CO)cc3)C2)cc1	18	6	-3	6	29	16	1.3	-2
COc1cccc(CN2CC(C(=O)N(C)Cc3[nH]c4ccccc4c3C)CCC2=O)c1 (stereo not given)	-1	18	-4	2	-11	14	1.1	-1
CN(CC(=O)NCc1ccc(Cl)cc1)S(=O)(=O)c1cccs1	6	25	-3	-4	-8	12	-1.8	-1
O=C(O)C1(c2ccccc2)CCN(S(=O)(=O)c2ccc(Br)cc2)CC1	-1	7	-2	0	13	6	1.7	-2
COc1ccc(OCC(O)CNC(=O)c2cccs2)cc1 (stereo not given)	-19	5	-2	-23	1	-20	-0.3	4
COc1ccccc1NS(=O)(=O)c1cc(NC(=O)CNC(=O)c2ccc(C)s2)ccc1Cl	5	-19	-1	-7	1	6	1.6	-1
CS(=O)(=O)c1ccc(Cl)c(NC(=O)Cc2c(Cl)cccc2Cl)c1	-4	3	-4	-3	4	-10	0.2	1
CCc1[nH]nc2c1C(C(C)C)C(C#N)=C(N)O2 (stereo not given)	-4	13	0	5	3	4	-0.6	-2
CCOc1ccc(S(=O)(=O)N2CCCC(C(=O)NCC3CCCO3)C2)cc1Cl (stereo not given)	4	9	-3	2	10	-2	1.7	0

2 records drawn at random from those above, as already listed:
SMILES	697 NFkB inh	Mdm2-MdmX inh	APJ ag	Jurkat NFkB inh	APJ antagonist	tim23-1 inh	CHOP UPR activ	XBP1 UPR activ
COc1cccc(CN2CC(C(=O)N(C)Cc3[nH]c4ccccc4c3C)CCC2=O)c1 (stereo not given)	-1	18	-4	2	-11	14	1.1	-1
COC(=O)c1ccc([C@H]2C=C(C(=O)O)O[C@@H](OCc3ccc(CO)cc3)C2)cc1	18	6	-3	6	29	16	1.3	-2

5 structures out of the list, ordered by formula weight, high to low.
SMILES	697 NFkB inh	Mdm2-MdmX inh	APJ ag	Jurkat NFkB inh	APJ antagonist	tim23-1 inh	CHOP UPR activ	XBP1 UPR activ
CCOc1ccc(S(=O)(=O)N2CCCC(C(=O)NCC3CCCO3)C2)cc1Cl (stereo not given)	4	9	-3	2	10	-2	1.7	0
COc1ccc(CN(CC2CCC(C(=O)O)CC2)C(=S)Nc2cccc(C)c2)cc1 (stereo not given)	-1	22	0	-13	-8	22	-1.6	-4
COc1cccc(CN2CC(C(=O)N(C)Cc3[nH]c4ccccc4c3C)CCC2=O)c1 (stereo not given)	-1	18	-4	2	-11	14	1.1	-1
Cc1oc(-c2ccc(Cl)cc2)nc1CS(=O)CC(=O)NCc1ccccn1 (stereo not given)	-2	10	-1	16	9	0	-0.6	-2
COc1ccc(OCC(O)CNC(=O)c2cccs2)cc1 (stereo not given)	-19	5	-2	-23	1	-20	-0.3	4

The list continues:
SMILES	697 NFkB inh	Mdm2-MdmX inh	APJ ag	Jurkat NFkB inh	APJ antagonist	tim23-1 inh	CHOP UPR activ	XBP1 UPR activ
CCn1c(=O)c2cc(C(=O)Nc3ccccc3OC)sc2c2ccccc21	18	61*	1	15	2	-12	-0.7	3
O=C(c1ccc2c(c1)OCCCO2)N1CCCCC1	-2	-17	-4	-11	3	9	2.4	2
CCn1c(=NC(=O)CN2C(=O)CCC2=O)sc2c(OC)ccc(OC)c21	-9	15	7	-5	0	38	-0.4	-1
Cc1cccc(C2NC(=O)c3ccccc3O2)c1 (stereo not given)	-4	21	0	-6	12	31	2.4	-2
Cc1nc(N2CCCC2C(=O)O)c2oc3ccccc3c2n1 (stereo not given)	-3	-22	1	7	5	2	-3.8	-3
C=CCn1c[n+](CC(=O)c2ccc(Br)s2)c2ccccc21	-10	-5	-5	14	-3	4	-0.8	-2
O=C(NCCC1=CCCCC1)C1CCN(C(=O)c2ccc(Cl)cc2)CC1	-14	9	-5	-3	19	23	2.2	-4
CS(=O)(=O)Nc1cccc(C2=NN(S(=O)(=O)c3ccccc3)C(c3cccs3)C2)c1 (stereo not given)	6	-9	0	-4	7	4	0.4	-4
CN1C(C(=O)NCC2CC2)CC2Cn3c(nc4cc(Cl)c(Cl)cc43)C21 (stereo not given)	27	-15	0	-5	6	8	-0.7	0
CC1CN(S(=O)(=O)c2cccc(C(=O)NN3CCN(C)CC3)c2)CC(C)O1 (stereo not given)	-10	-44	1	1	3	1	-0.5	-2
Cc1cccc(NC(=O)CSc2nnc([C@H](C)NC(=O)OC(C)(C)C)o2)c1C	0	7	3	12	-4	8	0.9	-1
CN(CCCC1CCCC1)C(=O)c1cc(COc2c(F)cccc2F)on1	9	14	-2	6	17	20	1.2	-3
CCOC(=O)Cn1c(=N)n(Cc2ccccc2F)c2ccccc21	0	28	-7	2	-1	2	-1.1	0
CCc1cc2c(SCC(=O)c3cccs3)ncnc2s1	-25	-27	0	-25	1	14	3.1	3
Cn1c(C(C#N)C(=O)Cc2cccc3ccccc23)nc2ccccc21 (stereo not given)	7	31	-5	1	4	-1	-3.2	1
Cc1cc(C)nc(NC(N)=NC2CCCCC2)n1	-39	-15	-1	23	14	-14	3.1	-2
COc1ccc(S(=O)(=O)N2CCN(C(=O)c3cc(-c4ccc(C)cc4)n[nH]3)CC2)cc1	8	12	-3	11	-21	18	-0.4	2
COc1ccccc1Cc1noc(COc2cccc(C)c2C)n1	-18	-7	0	-13	3	0	1.0	-1
CSc1ccccc1NC(=O)COC(=O)CCCOc1ccc(C)cc1	-12	2	-2	-1	-12	-1	-0.5	-2
Cc1ccc(C(=O)N/C(=C\c2cccs2)C(=O)NCCc2ccccn2)cc1C	12	20	-2	5	5	11	-0.4	-2
Cc1ccccc1OCC(=O)Nc1nc2ccccc2[nH]1	-58	-23	-4	-53	2	16	6.1	3
CCCCC(=O)Nc1ccc(C(=O)NNC(=O)c2ccco2)cc1	3	11	-2	-19	0	7	0.2	-4
CC(C)=NNc1nc2c(c(=O)n(C)c(=O)n2C)n1C	3	-15	-5	7	-3	3	2.6	-2
O=C(Cc1c(F)cccc1Cl)N1CCCC1	17	14	-6	-4	-17	13	-1.3	-5
Cn1cccc1CC(=O)NNC(=S)Nc1ccc(F)cc1	-18	-18	-3	-4	17	11	1.0	0
CN(C)C(=O)CSc1nc2cc(S(=O)(=O)N3CCOCC3)ccc2o1	-4	-4	-2	0	14	-4	-0.5	-2
CCOC(=O)c1c(C)nc2c(c1-c1cc(OC)c(OC)c(OC)c1)C(=O)c1ccccc1-2	24	21	-3	-1	10	22	-3.0	3
CCCN1C(=O)c2ccccc2NC1c1cc(OC)c(OC)c(OC)c1 (stereo not given)	-54	-4	8	-20	-13	-5	-0.3	-1
O=C(Cc1ccc2c(c1)CCCC2)Nc1ccc2ccccc2c1	-20	22	2	-13	-38	3	0.9	0
CCc1nn2c(=O)cc(COc3ccc(/C=C4\C(=N)N5N=C(C)SC5=NC4=O)cc3)nc2s1	9	5	-5	5	13	4	0.3	-1
O=C(Nc1nnc(-c2cccs2)s1)c1cccc(F)c1	-31	-56	-2	-54	24	-15	7.2	2
COC(=O)c1ccc(N2CCN(C(=O)C3CC3)CC2)c([N+](=O)[O-])c1	8	19	-3	-6	4	1	1.4	5
NS(=O)(=O)c1ccc(NC(=O)CSc2ccccn2)cc1	-3	6	-3	5	6	0	-0.7	2
COc1ccc(C)cc1NC(=O)C/C(C)=N/NC(=O)Cc1cccc2ccccc12	6	-43	4	-12	6	24	1.6	-5
CN(C)CCCNC(=O)/C=C/c1ccc(OCc2c(F)cccc2Cl)cc1	-10	41	-4	-2	-9	24	-0.2	4
COc1cccc(/C=N/NC(=O)CCc2c(C)n[nH]c2C)c1O	-17	-16	-5	-8	-4	4	0.0	-1
O=c1[nH]c(-c2ccccn2)cc2ccccc12	-69	-30	2	62*	6	19	5.7	4
CCCn1nc2cc(C(=O)NCc3ccc4c(c3)OCO4)ccc2c1OCC	13	-24	8	0	-56	29	-0.7	-2
COc1ccc(NC(=O)C2CCCN(S(=O)(=O)c3c(C)n[nH]c3C)C2)cc1 (stereo not given)	9	11	-3	5	9	5	-1.8	-1
COC(=O)c1cc(-c2cccc(OC)c2)n[nH]1	-6	-30	1	-17	6	11	4.2	3
Cc1ccc(N2C(=O)C3C4C=CC(C4)C3C2=O)cc1C (stereo not given)	13	-5	-2	0	-19	11	-1.9	-2
COc1ccc(S(=O)(=O)N2CCC(C(=O)NCCN3CCOCC3)CC2)cc1OC	23	-31	0	6	13	-8	-0.4	-4
COc1cc(NC(=O)COC(=O)/C=C/c2ccc(O)c(OC)c2)cc(OC)c1	1	10	0	-6	25	19	0.7	-2
O=C1/C(=C\c2ccccc2)CCc2c1[nH]c1ccccc21	-218	-70	-2	12	-4	24	6.2	0
O=C(NCCc1ccco1)C(=O)NCC1OCCCN1S(=O)(=O)c1ccc(F)cc1 (stereo not given)	-7	0	-4	-11	17	-7	-1.0	-3

Screening data from PubChem.
